Compound activity as filed in PubChem.
GALK inh: qHTS Assay for Inhibitors of Human Galactokinase (GALK). Potency, µM (series often up to 57.5 µM), inactives show top-dose activity change, negative = inhibition, hits mostly inhibitors. Purified GALK, Kinase-Glo residual ATP luminescence. AID 1868, 2009. hit rate 0.007% among 270,000; further: potency means the concentration at half of the fitted maximal effect; on the % scale 0 is the no-effect control and ±100 the full control effect
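GALK at 5 nM final was combined with compound, 35 uM ATP and 100 uM galactose in HEPES pH8.0 with MgCl2 and DTT. The reaction ran one hour at room temperature before luminescent ATP detection.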
Giardia kill: Small Molecules that selectively kill Giardia lamblia: qHTS | Giardia lamblia trophozoite viability | activity change, % at 7.66 µM, hits read low | hit rate 0.15% among 340,000; in the data active means activity change below about -80%; inconclusive means between about -30% and that limit;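 further: parasites exposed to compound for two days anaerobically before the ATP read; on the % scale 0 is the no-effect control and ±100 the full control effect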
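Giardia lamblia trophozoites (100 cells/well) were incubated with compounds for 48 h at 37 deg C under anaerobic conditions. Viability was read as ATP content by one-step luminescence after 15-30 min at room temperature.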
KCNH2 3.1 block: qHTS for Inhibitors of KCHN2 3.1: Mutant qHTS; AID 720553, 2013; Potassium voltage-gated channel subfamily H member 2, brain isoform KCNH2 3.1 (human); hit rate 0.95% among 340,000; U2OS KCNH2 3.1, thallium flux FluxOr; active compounds read low; activity change, % (tested at about 1.8 µM);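 active means maximum activity change below -70%; inconclusive means maximum activity change from -70% to -50%; inactive means maximum activity change above -50%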;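 further: thallium influx rate constant from kinetic fluorescence after stimulation buffer; on the % scale 0 is the no-effect control and ±100 the full control effect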
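Kinetic fluorescence (2 min after stimulation buffer) measures Tl+ influx through KCNH2 3.1 expressed by viral transduction in U2OS cells; the rate constant is normalized against DMSO controls serving as positive and negative references.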
Menin-MLL TR inh: qHTS Assay for Inhibitors Targeting the Menin-MLL Interaction in MLL Related Leukemias: Competition With Texas Red Labeled MLL-derived Mutant Peptide | AID 1768, 2009 | Menin + Texas Red MLL mutant peptide, fluorescence polarization | Potency, µM (titrated, usually from 61.6 µM), without a hit: at the highest dose FP activity change, negative = inhibition, actives largely listed as inhibitors | O00255 | hit rate 0.23% among 270,000; active means well fitted inhibition curve with a large enough effect in the polarisation, with a control signal flat, not every such curve was filed as active; inconclusive means small, poorly fitted or top-dose-only effect, or effect the other way, or a change in a side signal; inactive means no such curve, though single readings can be large or run the other way; the % refers to the polarisation; further: potency means the concentration at half of the fitted maximal effect; % of control where 0% means no effect; many of its hits are not listed in these tables
Target sequence (O00255 whole entry, looked up): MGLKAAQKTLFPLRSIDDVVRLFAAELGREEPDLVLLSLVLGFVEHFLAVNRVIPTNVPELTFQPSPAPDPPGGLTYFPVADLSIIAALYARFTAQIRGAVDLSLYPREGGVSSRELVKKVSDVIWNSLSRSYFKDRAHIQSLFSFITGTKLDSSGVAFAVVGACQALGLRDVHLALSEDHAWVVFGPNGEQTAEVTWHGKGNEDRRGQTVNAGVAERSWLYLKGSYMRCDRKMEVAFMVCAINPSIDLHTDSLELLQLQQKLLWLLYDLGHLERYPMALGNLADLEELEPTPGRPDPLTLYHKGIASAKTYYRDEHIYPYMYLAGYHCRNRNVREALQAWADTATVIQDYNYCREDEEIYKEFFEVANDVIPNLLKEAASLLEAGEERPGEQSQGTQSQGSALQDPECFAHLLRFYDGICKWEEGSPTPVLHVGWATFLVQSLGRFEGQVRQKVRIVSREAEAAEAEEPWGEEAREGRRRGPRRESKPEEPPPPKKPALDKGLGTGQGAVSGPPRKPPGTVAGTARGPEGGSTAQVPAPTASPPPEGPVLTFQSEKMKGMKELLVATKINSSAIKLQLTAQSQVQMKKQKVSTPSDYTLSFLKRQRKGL
B2AR arrestin: qHTS assay of beta-arrestin-biased ligands of beta2-adrenergic receptor | Potency, µM (titrated, usually from 46.1 µM), without a hit: at the highest dose activation, most hits filed as activators | beta-arrestin recruitment to beta2AR, cell-based reporter | Beta-2 adrenergic receptor (Homo sapiens), P07550 | hit rate 0.02% among 330,000;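 further: potency means the concentration at half of the fitted maximal effect; 0% = DMSO controls and full agonism = EC100 isoproterenol or metaproterenol; nearly all actives have a fitted effect of over 65% in size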
hERG WT inh: qHTS for Inhibitors of KCHN2 3.1: Wildtype qHTS; Voltage-gated inwardly rectifying potassium channel KCNH2 (Homo sapiens), Q12809; hit rate 0.37% among 340,000; U2OS, BacMam KCNH2, thallium flux FluxOr; active compounds read low; activity change, % at 1.84 µM;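 active means maximum activity change below -70%; inconclusive means maximum activity change between -70% and -50%; inactive means maximum activity change above -50%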; further: on the % scale 0 is the no-effect control and ±100 the full control effect
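U2OS cells transduced with wild-type KCNH2 virus are loaded with FluxOr dye for 45 min, and thallium flux is measured in kinetic reads before and after stimulation buffer. Rate constants are normalized to DMSO controls.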
CXXC DNA block: qHTS Fluorescence Polarization Assay for Inhibitors of MLL CXXC domain - DNA interaction; Histone-lysine N-methyltransferase 2A (Homo sapiens), Q03164; MLL-CXXC / FITC-HOXA9 DNA fluorescence polarization; Potency, µM (series often up to 115 µM), without a hit: at the highest dose activity change, negative = inhibition, hits mostly inhibitors; hit rate 0.037% among 290,000; AID 2662, 2010; active means well fitted inhibition curve with a large enough effect in the polarisation, with a control signal flat, not every such curve was filed as active; inconclusive means small, poorly fitted or top-dose-only effect, or effect the other way, or a change in a side signal; inactive means no such curve, though single readings can be large or run the other way; the % refers to the polarisation; further: potency means the concentration at half of the fitted maximal effect
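Fluorescence polarization: 7 uM MLL-CXXC (stock) preincubated 5 min with compounds, then 50 nM fluorescein-HOX-A9 DNA (stock) added; 30 min ambient. Buffer 50 mM Tris-HCl pH 7.5, 50 mM NaCl, 1 mM DTT, 0.05% BSA.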
USP2a inh: qHTS Assay for Inhibitors of Ubiquitin-specific Protease USP2a Using CHOP2 as the Reporter; hit rate 0.01% among 330,000; Ubiquitin carboxyl-terminal hydrolase 2 (Homo sapiens), O75604; USP2 core, Ub-CHOP2 coupled fluorogenic reporter, 485/531; Potency, µM (highest dose often 38.3 µM), for inactives: at the top dose activity change, negative = inhibition, most hits filed as inhibitors;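 further: potency means the concentration at half of the fitted maximal effect; plate controls were DMSO wells for no effect and full inhibition by NEM control for full effect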
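USP2 core (10nM final) preincubated 30min RT with compound in 20mM Tris-HCl pH 8.0, 2mM CaCl2, 2mM beta-mercaptoethanol, 0.05% CHAPS; 25nM Ub-CHOP2 plus 25nM reporter substrate added, fluorescence (Ex485/Em531) read after 60min.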
Coupling enz: qHTS Assay for Inhibitors of Fructose-1,6-bisphosphate Aldolase from Giardia Lamblia: Coupling assay counterscreen; coupling enzyme system counterscreen, AmpLite Red fluorescence; AID 2472, 2010; activity change, negative = inhibition, % at 58.2 µM, hits read low; hit rate 0.67% among 290,000; in the data active means activity change below about -30%; further: on the % scale 0 is the no-effect control and ±100 the full control effect
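Fluorescence at 525 nm excitation and 598 nm emission measured inhibition of the coupled detection system without aldolase. Compounds (at 57.5 uM final) were preincubated 10 min at room temperature with coupling enzyme reagent before a 20 min substrate/AmpLite Red step.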
TRPV1 agonist: HTS Assay for Compounds that Act as Agonists of the Vanilloid Receptor 1; activation, % at 8.33 µM; Transient receptor potential cation channel subfamily V member 1 (Homo sapiens), Q8NER1; hit rate 0.19% among 320,000; AID 540275, 2011; TRPV1-expressing cells, Fluo-8 calcium influx, agonist mode; in the data active means activation above about 80%; inconclusive means between about 30% and that limit; further: 0% is about no effect
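Cells expressing TRPV1 were dye-loaded with Fluo-8 and read kinetically: 10 s baseline, 3 min after compound (agonist portion), then 2 min after EC20 capsaicin (allosteric enhancer portion). Calcium-bound dye fluorescence at 480/520 nm.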
PKM2 act: qHTS Assay for Activators of Human Muscle isoform 2 Pyruvate Kinase. hit rate 0.34% among 260,000. Potency, µM (series often up to 57.5 µM), inactives show top-dose activation, most hits filed as activators. Pyruvate kinase PKM (Homo sapiens), P14618. purified PKM2, Kinase-Glo ATP luminescence, activation; response scale: 0% is enzyme alone, no compound; further: potency means the concentration at half of the fitted maximal effect; on the % scale 0 is the no-effect control and ±100 the full control effect; nearly all actives have a fitted effect of over 55% in size
Target sequence (P14618 whole entry, looked up, canonical isoform): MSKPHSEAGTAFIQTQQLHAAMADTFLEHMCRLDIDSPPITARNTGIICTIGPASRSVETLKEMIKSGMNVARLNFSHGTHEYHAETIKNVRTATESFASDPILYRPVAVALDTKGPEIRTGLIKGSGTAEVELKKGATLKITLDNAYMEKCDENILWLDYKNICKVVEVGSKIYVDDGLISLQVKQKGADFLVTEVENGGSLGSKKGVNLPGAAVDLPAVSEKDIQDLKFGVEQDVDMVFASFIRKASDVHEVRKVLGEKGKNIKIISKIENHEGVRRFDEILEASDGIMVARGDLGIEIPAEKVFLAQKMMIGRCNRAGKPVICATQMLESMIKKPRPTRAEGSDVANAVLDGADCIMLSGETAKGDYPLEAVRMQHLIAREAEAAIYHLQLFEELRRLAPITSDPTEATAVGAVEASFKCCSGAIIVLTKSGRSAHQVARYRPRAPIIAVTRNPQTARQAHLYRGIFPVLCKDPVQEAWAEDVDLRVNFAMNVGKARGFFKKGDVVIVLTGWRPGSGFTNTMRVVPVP
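Kinase-Glo luminescence reports ATP generated from ADP (0.1 mM) and PEP (0.5 mM) by purified hPK-M2 after 1 h at room temperature, pH 7.2 imidazole buffer; intermediate enzyme activity allows detecting inhibitors and activators.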
Active calls of the source: *; ? = inconclusive; . = not tested or not shown; [ ] = remark or other dose. Unless noted, the call rests on the fitted dose curve; in most records, active means well fitted curve in the direction sought with a large enough effect; inconclusive means small, poorly fitted or top-dose-only effect, or another doubt; inactive means no such curve, though single readings can be large; an effect the other way counts as inactive or inconclusive.

SMILES | GALK inh | Giardia kill | KCNH2 3.1 block | Menin-MLL TR inh | B2AR arrestin | hERG WT inh | CXXC DNA block | USP2a inh | Coupling enz | TRPV1 agonist | PKM2 act
COc1ccc(C(=O)C(c2ccccc2)N2CCOCC2)cc1 (stereo not given) | 1.8% | -10.2 | 12.7 | -5.7% | -0.5% | 10.2 | -4.3% | 1.2% | -0.3 | -2.5 | -7.4%
COC(=O)c1ccc(-c2ccc(F)cc2)nc1C | . | -6.5 | 3.4 | -1.1% | ? | 2.0 | -8.5% | 2.5% | 8.8 | 2.9 | -13.8%
CCOC(=O)N1CCN(C(=S)NC(=O)c2cccc(OC)c2)CC1 | . | 0.1 | 18.0 | . | 0.2% | 4.6 | . | 2.5% | . | . | .
CC(=O)NCCC(=O)N1CCc2c([nH]c3ccccc23)C1c1cccc(C)c1 (stereo not given) | -0.5% | -1.0 | 37.4 | 16.1% | 0.0% | 0.5 | 4.9% | 13.3% | 0.2 | 0.1 | 3.1%
COCCN(C(=O)C1CCN(C(=O)c2ccccc2C)CC1)c1c(N)n(CC(C)C)c(=O)[nH]c1=O | . | 6.2 | 6.2 | . | -0.2% | 4.1 | . | 1.7% | . | -0.4 | .
CCN(CC)C(=O)Nc1cnc2ccccc2c1 | -1.0% | -6.5 | -2.0 | 7.4% | -1.0% | -4.9 | -1.6% | -0.3% | 0.4 | 4.0 | -3.7%
Nc1ccc(-c2nc3ccc(N)cc3s2)cc1 | 2.6% | ? | 0.8 | . | 0.3% | -5.2 | -3.0% | -5.4% | -1.2 | -1.3 | -29.9%
C[C@@H](C(=O)OCn1nnc2ccccc2c1=O)N1C(=O)C2CCCCC2C1=O (stereo not given in full) | 0.1% | -2.6 | -1.9 | 17.7% | -0.2% | -8.5 | 8.0% | -1.0% | 1.3 | -1.1 | 5.4%
COc1ccc(NC(=S)N/N=C2\CC(C)(C)Oc3ccc(O)cc32)cc1 | -0.2% | 7.6 | -12.9 | ? | -0.1% | 5.3 | 7.9% | -2.5% | -3.0 | -5.6 | 7.9%
CC1(C)CC(=O)c2c(O)cc(OCC(=O)NCCc3ccc(S(N)(=O)=O)cc3)cc2O1 | . | -4.2 | 9.9 | 0.4% | -0.7% | 0.2 | 1.2% | -0.1% | 0.4 | 19.7 | 0.9%
COc1ccc(C(=O)Nc2ccnn2C2CCN(Cc3ccncc3)CC2)cc1 | 1.0% | -4.6 | . | -4.3% | 0.1% | -0.9 | 1.4% | 2.1% | 1.4 | -3.8 | 5.3%
CN(CC(=O)NCc1ccc(Cl)cc1)S(=O)(=O)c1cccc2nsnc12 | -0.4% | 3.2 | -2.9 | 10.5% | -3.4% | 0.9 | -11.2% | 2.3% | -0.2 | -1.1 | -5.8%
COc1ccccc1-c1ccc(SCC(=O)NC2CCCCC2)nn1 | 2.6% | -2.2 | -3.4 | -16.3% | 0.4% | 20.9 | 3.3% | -1.1% | 3.1 | 0.5 | 1.8%
CCCCn1c(=O)n(CC(=O)Nc2c(CC)cccc2CC)c(=O)c2c1nc(CO)n2CCC | 3.6% | 5.8 | 23.5 | -1.5% | -0.5% | -4.0 | 7.1% | 1.9% | 5.1 | -0.2 | -7.6%
Cn1c(=O)c2c(ncn2CC(=O)N/N=C/c2ccco2)n(C)c1=O | -0.4% | -23.7 | 1.4 | -3.1% | -0.6% | 5.1 | -2.3% | 0.0% | 1.2 | 0.2 | -3.1%
S=C(NCc1ccccn1)Nc1ccc(Cl)c(Cl)c1 | 2.5% | -16.5 | . | ? | ? | 11.2 | -5.1% | 1.5% | 0.7 | -5.5 | 10.1%
CNc1ccc(Br)cc(C(=O)/C=C/c2ccc(OC)cc2OC)c1=O | 0.3% | 13.6 | 17.5 | ? | 0.2% | -0.2 | 1.0% | -0.4% | -38.5* | -3.2 | 8.1%
Cc1ccc(-n2c(O)c(/C=C3/C(c4ccccc4)=Nc4ccccc43)c(=O)[nH]c2=O)cc1 | -2.8% | 14.4 | 14.8 | 20.9% | 0.4% | 3.3 | -11.5% | 2.9% | 3.1 | -0.6 | 2.6%
Cc1cc(C)n(-c2nnc3c4ccccc4n(C)c3n2)n1 | -1.4% | 6.0 | 18.7 | . | -0.4% | -4.5 | 12.7% | 1.4% | -1.5 | 3.0 | -7.4%
Cc1ccc(NC(=O)C2=C(O)c3ccccc3N(C)S2(=O)=O)cc1 | -4.2% | -8.2 | -1.4 | 13.1% | -0.2% | -5.4 | 1.8% | -1.9% | 10.7 | 4.8 | 0.8%
C[C@@H]1COC(=O)[C@@H](CC(=O)OC(C)(C)C)C/C=C\C[C@@H](CC(=O)N[C@@H](CO)Cc2ccccc2)C(=O)N1 | . | 19.2 | -5.4 | . | -0.1% | 1.4 | . | 2.9% | . | . | .
COc1cccc(-c2nnc3n2N=C(C(C)(C)C)CS3)c1 | -2.8% | 3.1 | 0.6 | ? | -0.2% | 0.4 | -3.2% | -1.2% | 6.0 | 10.8 | -0.7%
COC(=O)c1c(C)n(-c2ccc(C)cc2)c2ccc(O)cc12 | -0.4% | -17.7 | 1.8 | 4.9% | -0.8% | 0.1 | 13.3% | 2.5% | -0.7 | -9.2 | 7.4%
CN(C(=O)c1ccccc1-c1ccccc1C(=O)O)c1ccccc1 | -1.1% | 39.1[activator] | 15.2 | 4.3% | 0.5% | 2.9 | -0.6% | -1.0% | 1.1 | 3.6 | 0.3%
CCCCn1c(=N)n(CC(O)COc2ccccc2)c2ccccc21 (stereo not given) | 2.1% | -12.9 | -22.7 | -9.6% | 0.1% | 8.1 | 1.2% | -0.4% | 1.9 | 6.2 | -3.6%
O=C(O)COc1ccccc1/C=N/NC(=O)CSc1nc2ccccc2n1Cc1ccc(Cl)cc1 | . | -16.8 | 2.8 | . | -0.7% | -2.4 | -10.2% | -7.0% | 15.1 | 3.3 | -10.0%
Cc1ccccc1C(=O)NNC(=O)CSc1nc2ccccc2c(=O)[nH]1 | -0.7% | -2.9 | -1.9 | . | 0.3% | 0.3 | -2.2% | 4.4% | -1.9 | -2.0 | 3.6%
CC(Oc1ccc(Br)cc1)C(=O)N(C)CC(=O)Nc1ccc(N2CCOCC2)cc1 (stereo not given) | . | 14.4 | 0.3 | . | 2.9% | 1.6 | . | 1.3% | . | 4.2 | .
CCN(CC)CCN(C(=O)c1ccc2c(c1)OCCO2)c1nc2cc(C)cc(C)c2s1 | 3.4% | 12.3 | -12.4 | 1.9% | -1.1% | 8.1 | 18.3% | -0.6% | 1.0 | -2.9 | 0.1%
COc1ccc(/C=N/Nc2ccccc2)cc1Cn1nc(C)c([N+](=O)[O-])c1C | 0.9% | -12.1 | 3.8 | 11.1% | 0.0% | -3.6 | 8.0% | 3.2% | 1.8 | 0.4 | 1.5%
COc1ccc(CN(C(=O)c2cc(=O)c3ccccc3o2)C2CCS(=O)(=O)C2)cc1 (stereo not given) | 4.1% | -14.2 | -2.1 | -1.4% | 0.0% | -3.8 | 1.2% | 1.8% | -0.4 | 1.8 | 18.1%[0.46 µM]
O=C(Nc1ccc2ccccc2c1)C(=O)C1C(=O)Nc2ccccc21 (stereo not given) | 1.5% | . | . | . | -0.7% | . | -2.2% | -2.9% | 1.3 | . | 2.6%
CCC1CCCCN1CCCNC(=O)c1c(O)nc2cc(C)ccn2c1=O (stereo not given) | 2.0% | 3.7 | 10.9 | 7.6% | -1.6% | 1.8 | -1.0% | -1.1% | -2.1 | 2.9 | .
O=C(COc1ccc2c(-c3ccccc3)cc(=O)oc2c1)NC(Cc1c[nH]c2ccccc12)C(=O)O (stereo not given) | . | 1.6 | 5.2 | . | -1.1% | 1.5 | . | 2.0% | . | . | .
O=C(Nn1cnnc1)C1Cc2ccccc2CN1S(=O)(=O)c1ccc(F)cc1 (stereo not given) | 0.9% | -8.5 | -9.3 | -1.4% | 0.3% | -2.8 | 13.0% | 0.9% | 1.4 | 1.1 | -6.9%

A portion of the library; count on the stated rates, not on these rows.
